Screens from PubChem BioAssay.
ATXN2 expr inh: inhibitors of ATXN2 expression. Potency, µM (titrated, usually from 57 µM), for the others: at the top dose activity change, negative = inhibition, usual class: inhibitors. hit rate 0.72% among 360,000. HEK-293 ATXN2-luciferase reporter, luminescence, 24 h; also: potency is read from the fitted curve at half-maximal effect; % is scaled to controls: 0 for no effect and ±100 for the full control effect; nearly all actives have a fitted effect of over 55% in size
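qHTS (up to 57 uM final) was run with 24 h compound exposure of reporter cells at 37 °C. Each well was multiplexed: SteadyGlo luminescence measured ATXN2-luciferase expression after a fluorogenic Gly-Phe-AFC viability readout (25 uM final).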
IL-1B inflam inh: inflammasome signaling inhibition, IL-1 beta readout; THP-1 LPS/ATP IL-1B secretion, AlphaLISA, 16 h; hits give low values; activity change, % at 57.5 µM; hit rate 4.7% among 360,000; in the data active = activity change below about -50%; inconclusive = mostly about -30% to -49%; also: % is scaled to controls: 0 for no effect and ±100 for the full control effect
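THP-1 cells pretreated 1 hr with compounds (up to 57.5 uM final), then stimulated with LPS (250 ng/mL final) plus ATP (1.25 mM final); secreted IL-1B measured by AlphaLISA after 16 hr, decreased signal indicating inhibition.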
TGFb inhibitor: inhibitors of TGF-b signaling. hit rate 1.2% among 410,000. HepG2 CAGA-GFP TGF-b/SMAD3 reporter, GFP fluorescence, 18 h; TGF-beta stimulated, 500 pg/mL final. Potency, µM (series often up to 46.1 µM), for the others: at the highest dose activity, negative = inhibition, usual class: inhibitors; also: potency is read from the fitted curve at half-maximal effect; % is scaled to controls: 0 for no effect and ±100 for the full control effect; nearly all actives have a fitted effect of over 65% in size
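HEPG2 CAGA-GFP, 1000 cells/well; 2 h settle, 37 C; cpd via pin tool; TGF-b 500 pg/mL final; 18 h, 37 C; GFP imaging ex488/em500-530; %Activity normalised to -TGF-b and +DMSO controls; CRC fit, curve class.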
Nrf2 activator: activates Nrf2 signaling; AREc32 ARE-luciferase reporter (MCF7-derived line), luminescence, 24 h; Potency, µM (series often up to 46.1 µM), for inactives: at the top dose activation, usual class: activators; hit rate 0.31% among 410,000; AID 624171; also: potency is read from the fitted curve at half-maximal effect; % of control where 0% means no effect; nearly all actives have a fitted effect of over 65% in size
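ARE-driven firefly luciferase activity in AREc32 cells measured after a 24 hr compound exposure at 37 deg C, using Steady-Glo reagent and a 30 min room-temperature hold.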
MCF10A rerep: DNA re-replication induction in MCF 10a cells. MCF 10A DNA re-replication, Hoechst nuclear intensity, 48 h. AID 624296. hit rate 2.9% among 350,000. Potency, µM (highest dose often 46.1 µM), for the others: at the top dose activity, positive = re-replication, hits mostly activators; also: potency is read from the fitted curve at half-maximal effect; % of control where 0% means no effect; nearly all actives have a fitted effect of over 50% in size
S2 tox: reduces viability in counter-screen for ATXN expression inhibitors. S2 cells (HEK-293 line with an ATXN2-luciferase reporter) viability, CellTiter-Fluor protease fluorescence, 24 h. hit rate 0.49% among 400,000. Potency, µM (doses to about 56.7 µM), actives largely listed as cytotoxic; also: potency is read from the fitted curve at half-maximal effect; nearly all actives have a fitted effect of over 40% in size
HepG2 viability: HepG2 cytotoxicity, counter-screen for TGF-b inhibitors; Potency, µM (doses to about 46.1 µM), without a hit: at the highest dose activity change, negative = cytotoxicity, hits mostly cytotoxic; hit rate 0.76% among 410,000; AID 588856; HepG2 CAGA-GFP viability, ATP luminescence, 18 h; also: potency is read from the fitted curve at half-maximal effect; some results filed as inactive show a strong effect at the top dose
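CellTiter-Glo luminescence gave cytotoxicity after 18 hours at 37 degrees C. The cells were HepG2 CAGA-GFP in 1% FBS DMEM, stimulated with 500 pg/mL TGF-beta after compound addition. %Activity was normalised to no-cell wells (complete cell-killing) and DMSO (no toxicity), and curves were fitted and classified.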
A549 viability: kills or reduces viability of A549 cells in Nrf2 counter-screen; hit rate 0.16% among 390,000; A549 ARE-Fluc cells, CellTiter-Fluor viability, 18-24 h; Potency, µM (top dose mostly 46 µM), without a hit: at the highest dose activity change, negative = cytotoxicity, actives largely listed as inhibitors; also: potency is read from the fitted curve at half-maximal effect; % is scaled to controls: 0 for no effect and ±100 for the full control effect
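A549 ARE_Fluc cells in 5% FBS OPTI-MEM were exposed to compounds in concentration-response for 18-24 h at 37 deg C. Viability was read by CellTiter-Fluor fluorescence (Ex 405/Em 525) after 30 min, before the luciferase read.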
Nrf2 inh: Nrf2 pathway inhibition. A549 ARE-Fluc reporter, luciferase luminescence, 18-24 h. Potency, µM (titrated, usually from 46 µM), for inactives: top-dose activity change, negative = inhibition, hits mostly inhibitors. hit rate 2.1% among 360,000. AID 504444; also: potency is read from the fitted curve at half-maximal effect; % is scaled to controls: 0 for no effect and ±100 for the full control effect; nearly all actives have a fitted effect of over 60% in size
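A549 ARE_Fluc cells, 5000/well, 5% FBS OPTI-MEM; compounds in dose-response, 18-24 h at 37 °C/5% CO2; CellTiter-Fluor viability read (Ex 405/Em 525), then BugLite luciferase luminescence = Nrf2 activity.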
Numbers without * were called inactive; i = inactive; ? = inconclusive; / = not tested or not shown; & = joins results of further samples; [ ] = remark or other dose. Unless noted, calls follow the shape of the dose curve; as a rule, active = well fitted curve in the direction sought with a large enough effect; inconclusive = small, poorly fitted or top-dose-only effect, or another doubt; inactive = no such curve, though single readings can be large; an effect the other way counts as inactive or inconclusive. An excerpt (hit frequency here may not be typical).

SMILES	ATXN2 expr inh	IL-1B inflam inh	TGFb inhibitor	Nrf2 activator	MCF10A rerep	S2 tox	HepG2 viability	A549 viability	Nrf2 inh
CCOP(=O)(OCC)C(NC(=O)C(C)C)C(Cl)(Cl)Cl (centres undefined)	-9%	3	-15%	0.1%	-2%	i	0%	3%	9%
COc1cc(CN2CCN(c3cc(C)ccc3C)CC2)ccc1O	-20%	21	-15%	22%	13%	?	-45%	-2%	10%
CCCCn1c(O)c(C=NCCCN(C)C)c(=O)[nH]c1=O	-11%	25	?	0.4%	0%	i	-1%	-2%	?
Cn1c(O)c(C=NC2CCCCC2)c(=O)[nH]c1=S	0%	3	-5%	-0.8%	-8%	i	-7%	5%	8%
C[C@@H]1CN([C@@H](C)CO)C(=O)CCCn2nncc2CO[C@@H]1CN(C)C(=O)Oc1ccccc1	3%	22	5%	-0.4%	/	i	6%	/	/
c1csc(CN2CCNCC2)c1	-19%	-1	0%	-0.9%	0%	i	-22%	6%	?
CCCC1(CC(C)CC)C(=O)NC(=O)NC1=O (centres undefined)	/	2	-1%	0.7%	/	?	-6%	/	/
COc1ccc2cc1Oc1ccc(cc1)C[C@H]1c3cc(c(OC)cc3CCN1C)Oc1c(O)c(OC)cc3c1[C@H](C2)N(C)CC3	25µM*	-107*	7.9µM*	-3.7%	21µM*	/	7.9µM*	?	-11%
O=C1NC(=O)N(CCc2ccc(F)cc2)C(=O)/C1=C\C=C\c1ccccc1	-35%	-24	-22%	0.6%	4.1µM*	i	-1%	1%	-5%
C[C@H](CO)N1C[C@H](C)[C@@H](CN(C)C(=O)c2ccc3c(c2)OCO3)Oc2cc(/C=C/c3ccccc3)ccc2S1(=O)=O	?	?	-15%	-1.0%	/	?	-30%	/	/
O=c1c2ccccc2nc(/C=C/c2cccc3ccccc23)n1-c1ccccc1Cl	/	/	0%	-1.2%	/	/	-29%	0%	/
CCOP1(=S)Oc2cc3c(cc2C(C(=O)OC)(C(F)(F)F)O1)OCO3 (centres undefined)	-1%	-5	1%	0.1%	11%	i	8%	-2%	9%
C(CCc1nn[nH]n1)CCc1nn[nH]n1	1%	10	1%	-0.3%	22%	i	-13%	1%	-9%
O=C1CCN(C(=O)Cc2ccccc2[N+](=O)[O-])CC1	4%	36	19%	-1.1%	-4%	i	-10%	2%	7%
O=Nc1c(O)c2ccccc2c2ccccc12	7.9µM*	-76*	2.2µM*	-3.0%	6.5µM*	16µM*	2.8µM*	?	23µM*
Cc1ccc(C2=NOC(C)(c3nnc(-c4ccccc4)o3)C2)cc1 (centres undefined)	0%	-5	?	-0.9%	?	i	0%	1%	21%
O=C1NC(=S)NC(=O)C12C(c1ccc(F)cc1)NC(=S)NC2c1ccc(F)cc1 (centres undefined)	-4%	22	5%	-0.8%	7%	i	4%	-3%	0%
C=C1C(=O)O[C@@H]2C[C@@H](C)[C@H]3C=CC(=O)[C@]3(O)C[C@@H]12	?	-99*	13µM*	?	?	/	-40%	-6%	-25%
O=C(O)c1sccc1Oc1ccc(F)cc1[N+](=O)[O-]	-1%	-6	19%	3.5%	?	i	-2%	-17%	23µM*
CCC(C)N1C(=O)NC(=O)C2(Cc3c(ccc4ccccc34)N(C)C2)C1=O (centres undefined)	-26%	0	-23%	3.8%	?	i	-24%	-2%	-11%
C=C(C)[C@H]1CN[C@H](C(=O)O)[C@H]1CC(=O)O	4%&1%	19	-2%	0.4%	-14%&5%	i	3%	0%	-18%
Cc1oc(-c2ccccc2)nc1CN1C(=O)CN=C(c2ccccc2)c2ccccc21	2%	-14	-10%	-0.4%	9%	i	3%	2%	-8%
COc1ccc(/C=C2/C(=O)NC(=S)N(C3CC3)C2=O)cc1CN1C(=O)c2ccccc2C1=O	7%	18	-2%	2.0%	15%	i	19%	2%	11%
COCCNC(=O)Cn1cc(C(=O)c2ccccc2F)c2ccccc21	11%	-4	8%	-0.1%	-3%	i	-1%	-4%	?
O=C1c2cccc3cccc(c23)C(=O)N1CCN1CCN(C(=S)Nc2ccccc2)CC1	-11%	?	-17%	4.9%	10%	i	-45%	-20%	?
Other entries:
SMILES	ATXN2 expr inh	IL-1B inflam inh	TGFb inhibitor	Nrf2 activator	MCF10A rerep	S2 tox	HepG2 viability	A549 viability	Nrf2 inh
CN1C(=O)C(=Cc2ccccc2Oc2ccc(Cl)cc2)C(=O)N(C)C1=O	6%	0	-16%	-0.4%	2%	i	-21%	0%	-18%
COc1ccc(OC)c(N2Cc3ccccc3C2=N)c1	-22%	-17	-9%	-0.4%	0%	i	-31%	-2%	19%
CC(=O)N1CCN(CCN=Cc2c(O)n(-c3ccc(F)cc3)c(=S)[nH]c2=O)CC1	-18%	15	1%	-1.7%	1%	i	7%	3%	8%
COC(=O)C1=C(c2ccccc2)C[C@@H]2CC[C@H]1N2C(=O)NCCCOC(C)C	8%	23	9%	-0.2%	1%	i	19%	4%	-25%
CCOC(=O)c1ccc(N2C(=O)CC(N3CC=C(c4ccc(F)cc4)CC3)C2=O)cc1 (centres undefined)	0%	-3	-19%	-1.0%	5%	i	0%	-1%	11%
Cc1oc2ccc(O)c(CN3CCCCCC3)c2c1C(=O)Nc1cccc(Cl)c1C	/	/	?	10%	/	/	-18%	-5%	21%
O=c1[nH]c2ccccc2n1C1CCN(C(c2cc3ccccc3o2)c2nnnn2-c2ccc3c(c2)OCCO3)CC1 (centres undefined)	13µM*	?	-21%	-0.6%	/	?	-15%	/	/
COc1ccc(C(=O)C(C)(C)NO)cc1	-20%	14	9%	-0.7%	-7%	i	4%	8%	/
CN1CCN(c2ccc([N+](=O)[O-])c(Sc3ccccn3)c2)CC1	-14%	-11	44%[activator]	-0.7%	-3%	i	1%	-10%	2%
Cc1cc(=O)[nH]c(CCl)n1	28%	96	-20%	2.6%	-2%	i	-15%	-5%	?
CN(Cc1ccccc1)Cc1ccccc1OC(=O)N(C)C	-4%	22	-16%	0.1%	694%[0.0737 µM]	i	0%	-5%	2%
COC(=O)C1=C(c2cccc(C#N)c2)C[C@@H]2CC[C@H]1N2C(=O)N1CCC(O)CC1	7%	19	1%	0.1%	-23%	i	2%	-3%	5%
Cc1nc2nc(C)c(CCC(=O)N3CCC4(CC3)OCCO4)c(C)n2n1	2%	-9	?	0.4%	0%	i	0%	3%	-3%
O=C(COc1cc(Cl)ccc1Cl)Nc1ccc(Cl)cc1C(=O)c1ccccc1	/	/	7%	-0.2%	/	/	-12%	0%	6%
Cc1cccn2c(=O)c3cc(C(=O)N4CCC5(CC4)OCCO5)n(C)c3nc12	-9%	7	?	2.7%	2.6µM*	i	-22%	15%	13%
COc1ccccc1NC(=O)c1cn(CCC#N)nc1-c1ccc(F)cc1	-30%	17	-4%	-1.1%	2%	i	-20%	2%	-29%
Cc1ccccc1CN1C(=O)C(C)N=C(c2ccccc2)c2ccccc21 (centres undefined)	/	/	-5%	8.4%	/	/	-19%	0%	/
CCC(=O)c1ccc(OC(=O)N(C)c2ccccc2)cc1	5%	13	-2%	0.0%	-3%	i	2%	-1%	-4%
O=C1N(c2ccc(Cl)cc2)C(c2cccnc2)N2CCCN12 (centres undefined)	0%	-14	6%	2.6%	5%	i	24%	-3%	9%
O=C(C(=O)N1CCOCC1)c1cn(Cc2ccccc2F)c2ccccc12	-5%	-8	0%	-1.1%	1%	i	-5%	0%	4%
CCC1(CC)C(=N)N(C)C(=O)NC1=O	0%	19	-3%	-0.3%	-2%	?	14%	1%	-1%
O=C(NC(=S)N1C[C@H]2C[C@H](C1)c1cccc(=O)n1C2)c1ccc(Cl)cc1	3%	4	13%	-1.0%	3%	i	24%	1%	-20%
COc1ccc(C2C(C(=O)N3CCC4(CC3)OCCO4)c3cc(OC)c(OC)cc3C(=O)N2C)cc1 (centres undefined)	4%	-1	-6%	-0.6%	1%	i	-80%	-3%	2%
CN(C)Cc1c[nH]c2ccc([N+](=O)[O-])cc12	-9%	17	15%	8.6%	2%	i	0%	1%	3%
Cc1ccc2c(c1)C1CN(C)CCC1N2C(=O)CCCN1C(=O)c2cccc3cccc(c23)C1=O (centres undefined)	-33%	-14	?	5.0%	-3%	?	-24%	3%	-7%
(next part)
SMILES	ATXN2 expr inh	IL-1B inflam inh	TGFb inhibitor	Nrf2 activator	MCF10A rerep	S2 tox	HepG2 viability	A549 viability	Nrf2 inh
CCC(=NCc1ccco1)c1c(O)n(C)c(=O)n(C)c1=O	/	24	39%[activator]	6.6%	2%	i	75%	-10%	?
CN(C(=O)Cc1ccc(Cl)c(Cl)c1)C(CN1CCCC1)c1cccc(OCC(=O)O)c1 (centres undefined)	3%	-18	6%	-0.3%	-11%	i	3%	1%	19%
Cc1[nH]c2ccccc2c1/C=N/O	-4%	-1	-4%	-0.3%	14%	i	-5%	1%	6%
Cc1noc(C)c1C(=O)N1CCC2(CC1)OCCO2	-17%	0	-9%	0.2%	3%	?	0%	5%	0%
COc1ccc(-n2c(/C=C/c3ccc(O)cc3)nc3ccccc3c2=O)cc1	?	-54*	?	8.2%	0.82µM*	/	-28%	-11%	?
O=C(N/N=C/c1c(O)n(C2CC2)c(=S)[nH]c1=O)c1ccccc1Cl	2%	5	3%	2.0%	12%	i	0%	-5%	8%
C[N+]12CCC(CC1)C(=C(c1ccccc1)c1ccccc1)C2	-4%	30	?	-0.8%	1%	i	-22%	-1%	7%

In the list so far, these have a thiophene ring, fused or not.
SMILES	ATXN2 expr inh	IL-1B inflam inh	TGFb inhibitor	Nrf2 activator	MCF10A rerep	S2 tox	HepG2 viability	A549 viability	Nrf2 inh
c1csc(CN2CCNCC2)c1	-19%	-1	0%	-0.9%	0%	i	-22%	6%	?
O=C(O)c1sccc1Oc1ccc(F)cc1[N+](=O)[O-]	-1%	-6	19%	3.5%	?	i	-2%	-17%	23µM*
